Screening data deposited in PubChem by National Center for Advancing Translational Sciences (NCATS).
PTHR1 agonist – PTHR1 (human) receptor agonism. Q03431. HEK293 GP2 PTHR1 cells, GloSensor cAMP luminescence, 1 h. Potency, µM (top dose mostly 115 µM), inactives show at the top dose activation, usual class: activators. 0.075% of 410,000 active. AID 743266; also: potency is read from the fitted curve at half-maximal effect; nearly all actives have a fitted effect of over 55% in size; some results filed as inactive show a strong effect at the top dose; inactives centre near -15; many of its hits are not listed in these tables
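HEK-293-derived GP2 cells expressing PTHR1 and a GloSensor cAMP reporter, 3,000/well, plated overnight, given luciferin plus IBMX (each 0.5 mM as added) for 1 h at 37 °C, then compound for 1 h at 37 °C. Luminescence was read after 15 min at room temperature.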
PLK1 PBD block – PLK1 (human) polo-box domain binding inhibition | P53350 | Plk1 PBD binding of FITC phosphopeptide, fluorescence polarization | Potency, µM, for inactives: max response, negative = inhibition, hits mostly inhibitors | 2.8% of 360,000 active; also: potency is read from the fitted curve at half-maximal effect; series mostly up to about 57 µM; % is scaled to controls: 0 for no effect and ±100 for the full control effect; nearly all actives have a fitted effect of over 65% in size
EPAC1 antag – blocks human EPAC1 exchange factor | O95398 | EPAC1 GEF assay, Rap1b-BODIPY-GDP exchange fluorescence | Potency, µM (top dose mostly 115 µM), for inactives: top-dose activity change, negative = inhibition, most hits filed as inhibitors | 0.14% of 360,000 active | AID 720709;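 also: potency is read from the fitted curve at half-maximal effect; plate controls were vehicle for no effect and positive control for full effect; nearly all actives have a fitted effect of over 50% in size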
Target sequence (O95398 whole entry, looked up): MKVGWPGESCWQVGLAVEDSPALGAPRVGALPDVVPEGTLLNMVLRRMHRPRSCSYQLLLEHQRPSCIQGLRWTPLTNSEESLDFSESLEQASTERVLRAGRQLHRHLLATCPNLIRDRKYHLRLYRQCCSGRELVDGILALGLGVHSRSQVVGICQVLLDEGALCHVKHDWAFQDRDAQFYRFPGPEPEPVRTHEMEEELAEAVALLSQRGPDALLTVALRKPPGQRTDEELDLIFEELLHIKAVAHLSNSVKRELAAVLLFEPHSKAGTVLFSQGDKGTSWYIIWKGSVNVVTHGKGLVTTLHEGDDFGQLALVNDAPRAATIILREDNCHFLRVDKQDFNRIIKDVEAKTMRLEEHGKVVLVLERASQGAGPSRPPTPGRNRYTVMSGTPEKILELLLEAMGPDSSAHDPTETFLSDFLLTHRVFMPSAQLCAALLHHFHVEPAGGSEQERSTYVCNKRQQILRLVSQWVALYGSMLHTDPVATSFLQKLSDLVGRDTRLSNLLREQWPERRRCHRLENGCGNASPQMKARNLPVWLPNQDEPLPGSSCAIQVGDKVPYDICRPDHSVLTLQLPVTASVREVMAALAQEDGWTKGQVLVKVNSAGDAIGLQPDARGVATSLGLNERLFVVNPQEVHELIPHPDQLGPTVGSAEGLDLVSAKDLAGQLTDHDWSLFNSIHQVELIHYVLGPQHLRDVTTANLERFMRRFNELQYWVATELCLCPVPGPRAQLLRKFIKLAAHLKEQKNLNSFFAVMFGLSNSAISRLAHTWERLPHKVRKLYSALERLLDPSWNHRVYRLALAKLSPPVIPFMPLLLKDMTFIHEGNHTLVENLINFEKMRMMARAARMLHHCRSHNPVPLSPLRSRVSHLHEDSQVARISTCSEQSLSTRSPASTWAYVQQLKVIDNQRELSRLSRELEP
HEK293 tox – cytotoxicity counter-screen for GLP-1 receptor inverse agonists | HEK293 cAMP-luciferase reporter cells, luminescence, 24 h | 0.13% of 410,000 active | Potency, µM (top dose mostly 38.3 µM), for the others: at the highest dose activity change, negative = inhibition, actives largely listed as inhibitors;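 also: loss of luciferase light is scored as toxicity; potency is read from the fitted curve at half-maximal effect; % is scaled to controls: 0 for no effect and ±100 for the full control effect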
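Quantitative HTS format, 1536 wells, 200 cells/uL seeded. Compounds: 23 nL, 24 h, 37 °C. Detection: luciferase reagent, luminescence at 12 min RT; decreased signal taken as cytotoxic.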
IL2 activator – activates IL-2 in a cell-based reporter assay. IL-2 activation reporter assay, cell-based qHTS; stimulated with anti-CD3/CD4/CD28 beads; in transgenic mouse T cells. activation, % (series mostly up to about 46 µM). 0.065% of 360,000 active. AID 652025; in the data active = activation above about 50%; inconclusive = mostly about 30% to 49%; also: 0% is about no effect
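Screening format: compound pinned onto unstimulated transgenic mouse T cells, 60 min incubation, then anti-CD3/anti-CD4/anti-CD28 bead stimulation for 18 hours at 37 degrees C, followed by EGFP and DsRed detection.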
GLP-1R agonist – GLP-1 receptor (human) agonism; HEK293 GLP-1R CRE-luciferase, luminescence, 4-6 h; cells express a hypersensitive GLP-1R form; Potency, µM (top dose mostly 45.6 µM), without a hit: top-dose activation, usual class: activators; 0.007% of 380,000 active; AID 624172; also: potency is read from the fitted curve at half-maximal effect; % of control where 0% means no effect
PI5P4Ka inh – inhibitors of human PI5P4K alpha; AID 652105; P48426; max response, %; PI5P4Kalpha enzyme, ADP-Glo luminescence, 60 min; active compounds read low; 1.2% of 330,000 active; active = max response of -50% or lower; inconclusive = between -30% and -50%; inactive = -30% or higher; also: value at the top dose of about 77 µM; % is scaled to controls: 0 for no effect and ±100 for the full control effect
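PI5P4Kalpha ADP-Glo assay; 5 microM ATP final; 60 min RT reaction; HEPES pH 7.4/EGTA/CHAPS, 5% DMSO; controls lacking substrate or enzyme; luminescent end-point.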
EPAC1 agonist – agonists of human EPAC1; O95398; EPAC1 agonist qHTS, biochemical assay; response scale: 100% = response to 6.5 mM cAMP; Potency, µM (doses to about 154 µM), without a hit: top-dose activation, hits mostly activators; 0.073% of 360,000 active; AID 720707; also: potency is read from the fitted curve at half-maximal effect; nearly all actives have a fitted effect of over 60% in size
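Read-out is the fluorescence drop as BODIPY-GDP leaves Rap1B (480 nm excitation, 540 nm emission), recorded every 5 minutes over 30 minutes. Reactions held 100 nM EPAC1, 250 nM Rap1B–BODIPY-GDP and 50 uM GDP, with 6.5 mM cAMP setting full activation.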
GLP1R inv ag – inverse agonists of human GLP-1 receptor; HEK293 GLP-1R CRE-luciferase, luminescence, 24 h; GLP-1R form is constitutively active; AID 624417; Potency, µM (doses to about 38.3 µM), without a hit: top-dose activity change, negative = inhibition, actives largely listed as inhibitors; P43220; 1.6% of 410,000 active; also: potency is read from the fitted curve at half-maximal effect; % is scaled to controls: 0 for no effect and ±100 for the full control effect; nearly all actives have a fitted effect of over 55% in size
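Luminescence readout: a drop in cAMP-driven luciferase signal flags inverse agonism at a constitutively active GLP-1R stably expressed in HEK293. Compound exposure lasted 24 hr at 37 deg C, 5% CO2.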
* hit, by the source's call; i = inactive; ? = inconclusive; · = not tested or not shown; & = joins results of further samples; [ ] = remark or other dose. Unless noted, calls follow the shape of the dose curve; as a rule, active = well fitted curve in the direction sought with a large enough effect; inconclusive = small, poorly fitted or top-dose-only effect, or another doubt; inactive = no such curve, though single readings can be large; an effect the other way counts as inactive or inconclusive. Some of the compounds tested. The share of hits here may be higher or lower than overall.

Below each SMILES – PTHR1 agonist | PLK1 PBD block | EPAC1 antag | HEK293 tox | IL2 activator | GLP-1R agonist | PI5P4Ka inh | EPAC1 agonist | GLP1R inv ag
CCc1nnc(NC(=O)c2ccc(S(=O)(=O)N(CCOC)CCOC)cc2)o1
  i | -3% | 8% | -18% | -2.5 | -6% | -2 | -5% | -5%
O=C(CCN1C(=O)/C(=C\c2ccccc2)SC1=S)N1CCCCC1
  -10% | 16% | -10% | 5% | -3.0 | ? | 4 | 2% | -27%
O=C1CCC/C=C\C[C@@H](CC(=O)N(CCO)Cc2ccccc2)C(=O)N[C@H](c2ccccc2)CO1
  i | -3% | 5% | -17% | -1.0 | 12% | 0 | 3% | -11%
Cn1c(Cl)cnc1C(O)c1ccccc1 (stereo not given)
  -24%[57.5 µM] | 1% | 6% | -11% | 0.4 | 2% | · | 3% | -1%
COc1ccc(NC(=S)N2CCN(S(C)(=O)=O)CC2)cc1
  i | 0% | -18% | 1% | 0.1 | 0% | 4 | 12% | 14%
CCCn1c(C)cc(C(=O)COC(=O)c2ccc(Cl)c(S(=O)(=O)N3CCCC3)c2)c1C
  -17% | -1% | 3% | -6% | -1.9 | -1% | 2 | -3% | ?
CCCc1nn(C)c(C(=O)Nc2ccc(CC)cc2)c1Cl
  -25% | 6% | -2% | 3% | 2.9 | 2% | 5 | -12% | ?
COCCCNC(=O)C(=O)Nc1cc2c3c(c1)CCC(=O)N3CCC2
  -32%[inhibitor] | -2% | -7% | 15% | -0.5 | 13% | 6 | -15% | 42%[activator]
O=C1CCC/C=C\C[C@H](CC(=O)N(CCO)Cc2ccccc2)C(=O)N2CCC[C@@H]2CO1
  -17% | -7% | 1% | -9% | -0.4 | 4% | -2 | 2% | 4%
Cc1ccc(C(=O)Nc2c(C#N)c(C)c(C)n2Cc2ccccc2)cc1
  -7% | -3% | 11% | -16% | 0.5 | -8% | -5 | 9% | ?
O=C(c1ccc(C(F)(F)F)cc1)N(CCCn1ccnc1)C(c1ccccn1)c1nc2ccccc2[nH]1 (stereo not given)
  -14% | 0% | 7% | -8% | -0.3 | -7% | 0 | -6% | -4%
CCOP(=O)(OCC)C(Nc1ccccn1)c1ccccc1 (stereo not given)
  -16% | 0% | 4% | -16% | -4.7 | -1% | 3 | 9% | -8%
Cc1sc(-c2c(C#N)c(N)nc3c2CCCCCC3)cc1[N+](=O)[O-]
  i | -4% | 13% | 5% | 7.8 | 23% | -19 | 18% | 1%
CSc1c(C#N)sc(=S)n1-c1ccc(C)cc1
  -3% | -7% | -5% | 1% | -1.3 | 14% | 2 | 0% | -16%
CC(=O)Nc1ccc(N/C=C/C(=O)c2ccccc2)cc1
  -26% | 0% | -12% | -1% | 2.2 | -3% | -5 | 3% | -12%

The last five compounds of the section before come first, to join the parts:
Below each SMILES – PTHR1 agonist | PLK1 PBD block | EPAC1 antag | HEK293 tox | IL2 activator | GLP-1R agonist | PI5P4Ka inh | EPAC1 agonist | GLP1R inv ag
O=C(c1ccc(C(F)(F)F)cc1)N(CCCn1ccnc1)C(c1ccccn1)c1nc2ccccc2[nH]1 (stereo not given)
  -14% | 0% | 7% | -8% | -0.3 | -7% | 0 | -6% | -4%
CCOP(=O)(OCC)C(Nc1ccccn1)c1ccccc1 (stereo not given)
  -16% | 0% | 4% | -16% | -4.7 | -1% | 3 | 9% | -8%
Cc1sc(-c2c(C#N)c(N)nc3c2CCCCCC3)cc1[N+](=O)[O-]
  i | -4% | 13% | 5% | 7.8 | 23% | -19 | 18% | 1%
CSc1c(C#N)sc(=S)n1-c1ccc(C)cc1
  -3% | -7% | -5% | 1% | -1.3 | 14% | 2 | 0% | -16%
CC(=O)Nc1ccc(N/C=C/C(=O)c2ccccc2)cc1
  -26% | 0% | -12% | -1% | 2.2 | -3% | -5 | 3% | -12%
CCn1c(SCC(=O)Nc2nncs2)nnc1C(C)NC(=O)c1ccccc1Br (stereo not given)
  13% | -10% | -1% | -2% | -0.5 | 11% | 2 | 0% | -4%
COc1ccc(C(O)c2nc(-c3ccccc3)cs2)cc1 (stereo not given)
  -11% | 1% | -10% | 7% | -0.2 | 4% | 3 | -1% | -25%
CCOC(=O)C1CC(c2ccccc2)=NN1c1ccccc1 (stereo not given)
  i | 4% | 3% | 19% | -2.1 | 10% | 3 | 2% | ?
CCn1c(Cl)c(C=O)s/c1=N\S(=O)(=O)c1ccccc1
  -57%[inhibitor] | 12µM* | -6% | ? | -1.3 | -8% | -11 | 12% | ?
CC(=O)Nc1cc(-c2ccc(F)cc2)[nH]n1
  i | 4% | 1% | 6% | 0.0 | 1% | 5 | 2% | 12%
CN(C(=O)COC(=O)Cc1ccc(Br)cc1)c1c(N)n(Cc2ccccc2)c(=O)[nH]c1=O
  i | -11% | -16% | -6% | -2.7 | -9% | 5 | 0% | -8%
CCOC(=O)N1CCC2(CC1)C(C#N)=C(N)Oc1n[nH]c(C)c12
  i | -7% | 12% | 1% | 0.8 | 1% | -5 | 0% | 9%
CC(=O)N1CCN(CC(=O)Nc2ccccc2C(=O)Nc2ccccc2)CC1
  -13% | 4% | -16% | -4% | 0.4 | 3% | -4 | 7% | 24%
Cc1cc(NC(=O)Cn2nc([N+](=O)[O-])c(Br)c2C)no1
  -2% | -8% | 7% | 13% | -0.1 | 8% | 0 | 6% | -4%
CCCCC(=O)Nc1nc2ccc(C(=O)OC)cc2s1
  -20% | -9% | 2% | 5% | 0.2 | 11% | 2 | -7% | -7%
Cc1cc(C)cc(C(=O)NCCCN2CCOCC2)c1
  -6% | -3% | -14% | 0% | 0.3 | -1% | 2 | 3% | 14%
CN1OC[C@@H]2CN[C@H](c3cccc(-c4ccc(C#N)cc4)c3)C[C@@H]21
  -1% | -7% | -7% | -5% | 0.1 | 2% | 2 | 11% | 13%
COc1ccc(NC(=O)C2CC(=O)N/C(=N/NC(=O)c3ccc(Cl)cc3)S2)cc1 (stereo not given)
  i | -8% | 3% | 26% | 0.4 | 5% | 4 | -6% | 18%
COc1ccc(C)cc1NC(=O)CSc1ccc(-c2ccccn2)nn1
  -65%&-67%[inhibitor] | -19% | -8% | -4%&-29% | -0.9 | 9% | 3 | -8% | ?
COc1c2ccoc2c(OC[C@@H](O)C(C)(C)OC)c2oc(=O)ccc12
  -4% | -5% | -18% | 6% | 1.1 | 16% | 0 | 13% | 18%

(further entries)
Below each SMILES – PTHR1 agonist | PLK1 PBD block | EPAC1 antag | HEK293 tox | IL2 activator | GLP-1R agonist | PI5P4Ka inh | EPAC1 agonist | GLP1R inv ag
Cc1cc(NCc2ccccn2)nc2ccccc12
  i | -9% | 9% | -13% | 1.2 | 1% | · | 1% | 0%
CC(=O)CC(c1ccccc1)S(=O)(=O)c1ccc(C)cc1 (stereo not given)
  i | 1% | -6% | ? | 0.1 | -6% | 12 | 5% | 2%
O=C(NCc1ccco1)C1CCN(c2nnc(-n3cccc3)s2)CC1
  -7% | -7% | -1% | 9% | -3.2 | 4% | -2 | -13% | -2%
COc1ccc(CCNC(=O)c2ccc(Cn3c(=O)c4ccccc4n(Cc4ccccc4Cl)c3=O)cc2)cc1OC
  -15% | · | · | 0% | · | 0% | · | · | 1%
CCC(CC)C(=O)N(C)c1c(C)nc2c(OCc3ccc(OC(F)F)cc3)cccn12
  -18% | -2% | -19% | 2% | -0.1 | -8% | 0 | -14% | ?
CCNC(=O)COC(=O)c1cc(S(=O)(=O)N2CCCCC2)ccc1C
  -1% | -1% | 6% | 1% | 2.3 | 3% | 4 | 2% | -13%
CCOC(=O)c1cc2c(c(CCO)n1)[C@H](CCO)N(S(=O)(=O)C(C)(C)C)C2
  1% | -10% | 10% | 2% | -0.8 | 1% | 3 | -7% | 13%
O=C(O)CCc1ccc(-c2ccc(Br)cc2)o1
  -72%[inhibitor] | ? | -9% | -16% | -2.5 | 11% | · | 4% | 2%
c1ccc(CC2CCN(c3nc4ccccc4n4nnnc34)CC2)cc1
  -27%[57.5 µM] | -14% | -7% | 49%[activator] | 1.3 | 0% | 0 | 13% | ?
COc1cc(S(=O)(=O)n2ccc(C)n2)c(OC)cc1Cl
  -15%[57.5 µM] | -1% | 17% | 7% | -0.4 | 3% | · | -1% | 3%
C=C(C)Cn1c2ccc(NC(=O)CCc3cccc(Cl)c3)cc2c(=O)n1C
  -78%[inhibitor] | -2% | -8% | -14% | 0.4 | -4% | 6 | -7% | ?
CC1CC(C)CN(c2nc3c(c(=O)n(C)c(=O)n3C)n2CCSc2ncccn2)C1 (stereo not given)
  -25% | -6% | ? | -11% | -0.5 | -5% | -5 | -20% | 16%
CCCNCc1nnc(-c2ccccc2Cl)o1
  i | -9% | -8% | 3% | -0.5 | 5% | -1 | -4% | 3%
Cc1ccc(SCC(=O)OCC(=O)NCc2ccco2)cc1
  -9% | -5% | ? | -4% | -0.4 | -7% | 1 | 1% | 22%
CCOC(=O)c1[nH]c(C)c(C(=O)c2ccc(C)cc2)c1C
  i | -8% | -3% | ? | -2.4 | ? | · | 14% | 0%

Continued.
Below each SMILES – PTHR1 agonist | PLK1 PBD block | EPAC1 antag | HEK293 tox | IL2 activator | GLP-1R agonist | PI5P4Ka inh | EPAC1 agonist | GLP1R inv ag
O=C(NNC(=O)c1ccc(Cl)nc1)c1ccc(Br)cc1
  -5% | -16% | 18% | 2% | 0.0 | 13% | -6 | 4% | 42%[activator]
CCOC(=O)C1=C(C)N=C2SC(C)C(=O)N2C1c1ccc(C(=O)OC)cc1 (stereo not given)
  i | -6% | 9% | 9% | -4.0 | 1% | 1 | -2% | -5%
CSCC[C@H](NC(=O)c1ccc(Br)o1)c1nnc2ccccn12
  -29% | 11µM* | 1% | 8% | -2.2 | -6% | -9 | 3% | -6%
CN(Cc1ccccc1Cl)C(=O)c1cc2ccccc2o1
  i | -10% | -7% | 8% | -0.4 | 14% | 7 | 23% | ?
NS(=O)(=O)c1ccc(NC(=O)COC(=O)COc2ccc(Br)cc2)cc1
  i | 4% | 6% | 7% | 0.6 | 3% | -7 | 3% | 16%
